PGC1a acetyl inh – lowers PGC1a acetylation signal in U2OS cells; AlphaScreen anti-acetyl-lysine; with virally co-expressed GCN5 acetyltransferase; inhibition, % at 15.6 µM; actives 0.17% (n = 350,000); AID 651687;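 active = every replicate shows inhibition of at least 40%; inconclusive = mean inhibition at least 40% but some replicate below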;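 also: 0% = neutral control wells and 100% = positive control wells; some results beyond the cut were filed as inactive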
PglD inh – blocks C. jejuni PglD acetyltransferase activity; purified PglD enzyme, DTNB colorimetric CoA detection; inhibition, % at 12.5 µM; actives 0.098% (n = 360,000); in the data active = inhibition above about 16%, passing the limit was not always enough; inconclusive = no clear call, values can overlap the other calls; also: strong numbers were not always called active
Starred values were filed as active, the others as inactive; ? = inconclusive. This is a subset; the hit share may differ from the screen's.

Results follow in this order: PGC1a acetyl inh	PglD inh
- CCn1c(=O)c2c(nc3n2CCCN3CCc2ccccc2)n(C)c1=O
 : 3	-2
- COc1ccc(C(=O)Nc2c(F)c(F)c(F)c(F)c2F)c(OC)c1
 : -16	-4
- COc1cc(/C=C2\S/C(=N/S(=O)(=O)c3ccccc3)NC2=O)c([N+](=O)[O-])cc1OC
 : 7	-2
- COCc1nnc(NC(=O)c2ccco2)s1
 : 3	2
- CC1CCCN(C(=O)COC(=O)c2ccc[nH]c2=O)C1 (configuration not stated)
 : 4	1
- COC(=O)Cn1cnc2c(nnn2Cc2ccc(Cl)cc2)c1=O
 : -9	-7
- CCOC(=O)c1cnc(SC)nc1Oc1cccc(NC(=O)c2ccc(Cl)cc2)c1
 : 4	6
- CN(C)C(=O)CSc1nnc(-c2cc(-c3cccs3)nc3ccccc23)o1
 : -12	54*
- CCn1ncc(/C=C/C(=O)NCc2cnn(C)c2C)c1C
 : -9	-2
- COC(=O)c1cc(NC(=O)c2ccc(Cn3cc(Cl)cn3)o2)cc(C(=O)OC)c1
 : -3	-6
- COc1ccc(C(=O)/C=C/N(C)C)cc1OC
 : 10	2
- CCOc1ccc(NC(=O)c2cnccn2)cc1
 : -4	-8
- Cc1c(NC(=O)CN2C(=O)C3C4C=CC(C4)C3C2=O)c(=O)n(-c2ccccc2)n1C (configuration not stated)
 : -1	5
- COc1ccccc1Cn1c(=O)[nH]c2cccnc21
 : 49	8
- O=C(c1ccco1)[C@@H]1[C@@H]2C(=O)N(c3ccc(Br)cc3)C(=O)[C@@H]2C2c3ccccc3C=CN21 (some centres not stated)
 : 3	-1
- CNC(=O)Cc1csc2ccc(Cl)cc12
 : 1	0
- Cc1ccc(N(Cc2cc3cccc(C)c3[nH]c2=O)S(=O)(=O)c2ccccc2)c(C)c1
 : 15	-3
- COc1ccc(/C(O)=C(\C#N)c2nc3ccccc3n2C)cc1OC
 : -1	-1
- Cc1ccc(-c2nc(-c3cccnc3)no2)cc1
 : -11	-5
- COc1cc(/C=N/n2c(C)nnc2C)cc(OC)c1OC
 : 20	-3
- COc1ccc(C)cc1NC(=O)CSc1nc(SC)ns1
 : -6	-5
- COc1ccc(C)cc1NC(=S)NNC(=O)c1ccccc1Cl
 : 4	-12
- CCOC(=O)CNC(=O)CSc1nc2cccnc2n1C
 : -23	1
- Clc1ccc(Cl)c(-c2nn3c(Cn4cnc5ccccc54)nnc3s2)c1
 : 9	-5
- O=C(O)c1cccc(Cn2c(Cl)c(/C=N/NC(=O)c3ccccc3Cl)sc2=O)c1
 : -16	-1
- COC(=O)c1[nH]c(C)c(/C(O)=C2\C(=O)C(=O)N(CCCN3CCOCC3)C2c2ccccn2)c1C (configuration not stated)
 : 7	0
- CCS(CC)=NS(=O)(=O)c1ccc(NC(C)=O)cc1
 : 5	-3
- CCc1ccc2[nH]c(=O)c(C(c3nnnn3CCOC)N3CCN(c4ccccc4F)CC3)cc2c1 (configuration not stated)
 : -2	-1
- CC(=O)N1CCN(c2ccc(Nc3ncnc4c3oc3ccccc34)cc2)CC1
 : -9	1
- COc1ccccc1NC(=O)c1cccc(S(=O)(=O)N2CCOCC2)c1
 : -8	-9

(more compounds)
Results follow in this order: PGC1a acetyl inh	PglD inh
- COC(=O)c1sc(N)c(C(=O)OC)c1COC(=O)C1CC(=O)N(Cc2ccco2)C1 (configuration not stated)
 : -7	5
- COc1ccc(C2(NC(C)=O)CCN(C(=O)CCC(=O)O)CC2)cc1
 : ?	-6
- COCCNCC(=O)NC12CC3CC(CC(C3)C1)C2
 : 2	-1
- C1=C(C(c2nnnn2C2CCCCC2)N2CCCCC2)COc2ccccc21 (configuration not stated)
 : -11	-6
- CC1=C(C#N)CCC(=O)N1Cc1c(C)cc(C)cc1C
 : -8	-2
- COc1ccc2[nH]c(=O)c(C(c3nnnn3C3CCCC3)N3CCN(Cc4ccc5c(c4)OCO5)CC3)cc2c1 (configuration not stated)
 : -3	-3
- CCOc1ccccc1NC(=O)CN(C)S(=O)(=O)c1ccc(OC)c(C)c1
 : 5	3
- O=S(=O)(c1ccc(Cl)cc1)c1nc(-c2ccccc2F)oc1NCCN1CCOCC1
 : -7	-2
- CCc1ccc(NC(=O)CCN2C(=O)c3cccnc3C2=O)cc1
 : -10	-4
- O=C(CCNS(=O)(=O)c1ccc(Br)s1)N1CCN(c2ccccc2)CC1
 : -1	4
- Cc1ccc2c(C)c(C(=O)Nc3c(C)n(C)n(-c4ccccc4)c3=O)oc2c1
 : -18	-3
- CC(C)(C)OC(=O)N1CCC[C@H]1c1nnc(SC/C=C/c2ccccc2)o1
 : -20	-1
- CCc1nnc(NS(=O)(=O)c2ccc(N/C=C\C(=O)c3ccc(C)cc3)cc2)s1
 : -2	4
- O=C(Nc1ccc2oc(=O)ccc2c1)c1cccnc1
 : -14	7
- Cc1nc2c(OCc3cccc(Cl)c3)cccn2c1N(C)CC1CC1
 : 3	1
- Oc1ccccc1/C=N/NC1=NCCCCC1
 : -1	3
- CC(=O)c1ccc(NC(=O)N[C@@H](Cc2ccccc2)C(=O)O)cc1
 : 12	-3
- COc1cccc(C2C(C#N)=C(N)OC3=C2C(=O)CCC3)c1OC(=O)c1ccco1 (configuration not stated)
 : 38	-1
- Cc1ccc(-n2c(SCC(=O)NCc3cccs3)nnc2-c2ccoc2C)cc1
 : -2	-2
- O=C(NCc1ccccc1)c1ccc(=O)[nH]n1
 : -3	5
- Cc1sc2nc(SCC(=O)N(C)C)[nH]c(=O)c2c1C
 : -7	2
- COC(=O)CNc1nc(C2CC2)nc2c1nnn2Cc1ccccc1Cl
 : -2	4
- COc1cccc(OCCSc2nc(N)cc(N)n2)c1
 : 2	1
- CC(SCc1ccccc1)C(=O)N/N=C/c1ccc2c(c1)OCO2 (configuration not stated)
 : -4	0
- CCn1cc([N+](=O)[O-])c(C(=O)Nc2cc(C)on2)n1
 : -11	-5
- Cn1c(SCC(=O)NCc2ccco2)nnc1-c1ccccc1
 : -11	4
- O=C1CCCC2=C1C(c1cccs1)n1nc(SCc3ccccc3)nc1N2 (configuration not stated)
 : -1	-2
- Cc1n[nH]c(=S)n1/N=C/c1ccc(-c2ccccc2[N+](=O)[O-])o1
 : 0	9
- CC(C)(C)n1ncc2c(=O)n(CC(=O)N3CCCc4ccccc43)cnc21
 : 6	-1
- CN1CCN(Cc2ccc(OCc3ccccc3)cc2)CC1
 : 1	4

The listing continues.
Results follow in this order: PGC1a acetyl inh	PglD inh
- Cc1cccc(NC(=O)CCSc2nc(C)cc(C)n2)c1
 : -5	-1
- COC(=O)C1=C(C)NC(=O)/C1=C\c1cc(C)n(-c2cccc(C)c2)c1C
 : -12	-5
- COc1cc(OC)cc(-c2nnc(SCC(=O)N3CCOCC3)o2)c1
 : 10	-3
- CCOC(=O)[C@@H]1[C@H]2COc3cc(OC)ccc3[C@H]2N2C(=O)N(c3cccc(Cl)c3)C(=O)[C@]12C
 : -1	-5
- CCOc1ccc(CN2CCC(C(=O)N3CCN(c4ccccc4F)CC3)CC2)cc1OC
 : -18	3
- Cc1cccc(N2CC(C)Cn3c2nc2c3c(=O)n(CC(=O)OCc3ccccc3)c(=O)n2C)c1 (configuration not stated)
 : -9	0
- Cc1cc(C(=O)N/N=C/c2cc(Br)ccc2OC(=O)c2ccccc2)n[nH]1
 : 12	1
- COc1ccccc1CN(Cc1nc2ccccc2c(=O)[nH]1)C(=O)Nc1ccccc1
 : -6	9
- C=CCn1c(Cc2c[nH]c3ccccc23)nnc1SCC(=O)NCc1ccccc1
 : -19	-3
- CS(=O)(=O)c1ccc(Sc2nc3ccccc3s2)c([N+](=O)[O-])c1
 : -5	6
- CCn1c(SCc2nc3ccccc3s2)nnc1-c1cccs1
 : 6	-2
- CN(C)CCN1C(=O)c2oc3ccccc3c(=O)c2C1c1ccc(F)cc1 (configuration not stated)
 : -9	0
- Cc1cc(NC(=O)COC(=O)C(Nc2ccc(C(F)(F)F)cc2Cl)C(C)C)no1 (configuration not stated)
 : 12	-2
- O=C(Nc1ccc2c(c1)OCCO2)c1cnc2ccccn2c1=O
 : 17	-2
- COc1cc(OC)cc(C(=O)OCC(=O)Nc2ccc(N3CCCCC3)cc2)c1
 : 0	4
- CCn1nccc1C(=O)Nc1ccc(C)c(C)c1
 : -8	-3
- Cc1cc(NC(=O)Nc2cc(C)nn2-c2ccccc2)n(-c2ccccc2)n1
 : -2	0
- CCOC(=O)Cc1csc(NC(=O)c2cccs2)n1
 : 2	0
- COc1ccc(CNc2ccc(C(=O)O)cc2)cc1
 : -14	0
- O=C(Nc1ccc2c(c1)CCC2)C1CCCN(c2ncccn2)C1 (configuration not stated)
 : -17	0
- O=C(CC1C(=O)NCCN1C(=O)c1ccc(F)cc1)OCc1ccccc1 (configuration not stated)
 : -7	-4
- Nc1ncc(-c2cc3ccccc3oc2=O)s1
 : -11	4
- COc1ccc(C(CC(=O)O)NS(=O)(=O)c2ccc(C)cc2)cc1 (configuration not stated)
 : 4	-1
- COc1ccc(C2SCCN2S(=O)(=O)c2ccccc2)cc1OC (configuration not stated)
 : 8	1
- Cc1ccccc1NS(=O)(=O)c1ccc(C2CNC(=O)C2)cc1 (configuration not stated)
 : 6	-3
- CC1=C(C)CC(C(=O)NNC(=O)c2ccccc2)C(C(=O)O)C1 (configuration not stated)
 : 4	-7
- COCCCn1c(C)nc2c(c1=O)c1nc3ccccc3nc1n2CCc1ccccc1
 : -8	1
- CC(C)(C)NCc1cc2ccccc2[nH]c1=O
 : 1	4
- O=C(N1CCCCCC1)N1CCN(C(=O)N2CCCCC2)CC1
 : 6	-5
- C=CCn1c(SCC(=O)Nc2c(C)n(C)n(-c3ccccc3)c2=O)nc2sc(C)c(C)c2c1=O
 : 10	-8

More records:
Results follow in this order: PGC1a acetyl inh	PglD inh
- C[C@H](N)c1nnc(SCC(=O)c2ccc(Cl)cc2)o1
 : -1	0
- CCOC(=O)c1[nH]c2ccc(F)cc2c1NC(=O)c1cc(OC)c(OC)c(OC)c1
 : -11	2
- Oc1cccc2cc3cccc(O)c3c(O)c12
 : 0	-5
- CCn1c(-c2ccco2)n[nH]c1=S
 : 6	3
- O=C1[C@@H]2C(c3ccccc3Cl)=NO[C@@H]2C(=O)N1Cc1ccccc1
 : 7	-2
- COc1cc(C(=O)Nc2cccc3ncccc23)cc(OC)c1OC
 : -8	2
- O=C(CN1CCN(c2ccccn2)CC1)Nc1ccc(F)cc1
 : -10	5
- O=C(NCC(=O)N(CCc1ccccc1)C(C(=O)NC1CCCC1)c1cccnc1)c1ccco1 (configuration not stated)
 : -13	0
- O=C(CCN1CCCCCC1)Nc1cccc(F)c1
 : -34	1
- Cc1cccc(/C(N)=N/OC(=O)Cc2cccs2)c1
 : -1	-7
- O=C1NCC(COCc2ccccc2)O1 (configuration not stated)
 : 4	2
- CCCCn1c(-c2nn(C)cc2Cl)n[nH]c1=S
 : -7	-5
- N#Cc1c(NC(=O)Cn2nc(C(F)(F)F)c3c2CCCC3)sc2c1CCC2
 : 7	-2
- Cc1cc(C)n(C(=O)c2ccc(C)c(S(=O)(=O)N3CCCC3)c2)n1
 : -1	-2
- CC(C)N1CCc2c(sc(NC(=O)c3cc(-c4cccs4)nc4ccccc34)c2C(N)=O)C1
 : -14	1
- CC1(C)CC(=O)C=C(Nc2ccc(S(N)(=O)=O)cc2)C1
 : -4	0
- Cc1cc(C2C(C#N)=C(N)SC(N)=C2C#N)c(C)s1
 : 1	0
- CCOc1ccccc1C1C2C(=O)N(c3ccccc3)C(=O)C2ON1c1ccccc1 (configuration not stated)
 : -9	2
- Cn1nc(OC(=O)Nc2cccc(Cl)c2)cc1C(F)(F)F
 : 10	1
- C=CCN=C(NC#N)SCc1ccccc1Cl
 : 4	-3
- COc1ccccc1NC(=O)c1cc2ccccc2o1
 : -18	-4
- CCC(C)Oc1nc(C)cc(C)c1S(=O)(=O)c1ccccc1C (configuration not stated)
 : -24	0
- Cc1nn(C)c(C)c1S(=O)(=O)N1CCCC(C(=O)NC2CCCCC2)C1 (configuration not stated)
 : 1	-2
- CCCCN(CC)Cc1ccc(CNC(=O)Nc2ccc(OC)cc2OC)o1
 : -4	-11
- CCN(CC)c1ccc(C=Nc2ccc(C)cc2)c(O)c1
 : 2	-5
- CCOc1cc(C)c(C(C)C)cc1S(=O)(=O)N1CC(C)OC(C)C1 (configuration not stated)
 : 2	2
- CC1(C)CC(=O)CC(=Nc2ccc(C(=O)O)cc2)C1
 : 29	0
- Cc1cc(Cl)cc2sc(NC(=O)c3ccco3)nc12
 : 0	1
- COc1ccc(C(=O)CSc2nc(C)cc(=O)[nH]2)cc1
 : -3	-5
- CC(C)NC(=O)c1cc2cc(Br)ccc2oc1=O
 : -4	3

Quoted at random: five compounds from above
Results follow in this order: PGC1a acetyl inh	PglD inh
- Cc1cccc(/C(N)=N/OC(=O)Cc2cccs2)c1
 : -1	-7
- COc1ccc(C(=O)CSc2nc(C)cc(=O)[nH]2)cc1
 : -3	-5
- CCOC(=O)c1[nH]c2ccc(F)cc2c1NC(=O)c1cc(OC)c(OC)c(OC)c1
 : -11	2
- CCN(CC)c1ccc(C=Nc2ccc(C)cc2)c(O)c1
 : 2	-5
- Cc1nn(C)c(C)c1S(=O)(=O)N1CCCC(C(=O)NC2CCCCC2)C1 (configuration not stated)
 : 1	-2

Next section:
Results follow in this order: PGC1a acetyl inh	PglD inh
- CCOC(=O)N1CCC(NC(=O)c2cc(S(=O)(=O)N(CC)CC)ccc2F)CC1
 : 2	6
- Cc1ccc(S(=O)(=O)Cc2nc3ccccc3c(=O)[nH]2)cc1
 : 27	10
- CCOC(=O)C1=C(C)NC(C)=C(C(=O)OCCNC(=O)c2cccnc2)C1c1cccc([N+](=O)[O-])c1 (configuration not stated)
 : 2	-5
- CCOC(=O)Nc1ccc(OC)cc1S(=O)(=O)N1CCCCC1
 : 5	4

From PubChem
